# Compound activity as filed in PubChem BioAssay.
# FXIIa inh 1536 – factor XIIa (human) inhibition | 220,000 tested, 0.3% active | purified FXIIa, Boc-QGR-AMC fluorogenic substrate, 2 h | inhibition, % at 5 µM | P00748; in the data active means inhibition above about 40%;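 further: 0% = enzyme with no compound and 100% = blank without enzyme; many of its hits are not listed in these tables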
# Target sequence (P00748 20-372 limits assumed): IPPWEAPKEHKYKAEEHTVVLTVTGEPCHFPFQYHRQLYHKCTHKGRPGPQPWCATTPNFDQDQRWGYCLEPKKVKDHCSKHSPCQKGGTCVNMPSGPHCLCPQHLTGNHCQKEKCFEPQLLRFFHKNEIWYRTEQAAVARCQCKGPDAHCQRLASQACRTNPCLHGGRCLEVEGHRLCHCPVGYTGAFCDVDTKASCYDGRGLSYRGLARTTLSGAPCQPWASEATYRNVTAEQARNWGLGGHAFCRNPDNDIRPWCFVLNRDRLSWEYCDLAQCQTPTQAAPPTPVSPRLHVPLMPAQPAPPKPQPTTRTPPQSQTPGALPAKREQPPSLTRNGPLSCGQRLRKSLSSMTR
# Target sequence (P00748 373-615 limits assumed): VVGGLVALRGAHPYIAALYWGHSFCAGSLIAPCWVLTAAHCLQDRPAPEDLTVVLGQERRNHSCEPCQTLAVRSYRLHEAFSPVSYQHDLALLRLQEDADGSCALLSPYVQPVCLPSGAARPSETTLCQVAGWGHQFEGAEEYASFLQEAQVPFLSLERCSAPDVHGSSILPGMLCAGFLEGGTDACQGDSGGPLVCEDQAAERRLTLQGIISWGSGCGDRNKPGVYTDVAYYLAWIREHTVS
# Wee1 stabilizer – blocks degradation of human Wee1 kinase | HeLa Luc-Wee1K328M stability, luciferase luminescence; 100% = proteasome inhibitor MG132 effect | reporter increase, % at 5 µM | 220,000 tested, 1.2% active | AID 1321;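 active means activation above the mean of all tested compounds plus 3 SD, set per screening run, cut at about 8.8% in these data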;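 further: cells exposed to compound for 20 h before luminescence read; 0% = DMSO alone and 100% = MG132 at 30 µM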
# 14-3-3 Bad inh – disrupts binding of bovine 14-3-3 zeta to phospho-Bad peptide; P63103; TR-FRET 14-3-3zeta/Dy647-pBad peptide displacement, 1 h; inhibition, % at 21.7 µM; 220,000 tested, 0.71% active;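 active means inhibition above about 70%, limit read from the data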;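 further: 0% = full 14-3-3 plus peptide FRET controls and 100% = background without 14-3-3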
# Target sequence (P63103 whole entry, looked up): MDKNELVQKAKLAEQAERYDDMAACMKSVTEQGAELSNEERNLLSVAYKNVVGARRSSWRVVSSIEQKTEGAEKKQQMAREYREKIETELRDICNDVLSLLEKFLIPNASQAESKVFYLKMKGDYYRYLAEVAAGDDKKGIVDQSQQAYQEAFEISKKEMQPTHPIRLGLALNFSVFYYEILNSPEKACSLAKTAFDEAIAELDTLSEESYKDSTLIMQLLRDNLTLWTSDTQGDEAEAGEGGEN
# Hck-Nef inh – blocks Nef-activated human Hck kinase. 220,000 tested, 0.68% active. P08631. AID 463187. inhibition, % at 20 µM. Recombinant Hck-YEEI plus Nef, Z-Lyte FRET kinase assay;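 active means Hck-Nef kinase inhibition above about 50%, limit read from the data; inactive means inhibition below that limit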;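 further: 0% = DMSO with Hck plus Nef and 100% = Hck alone without Nef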
# FXIa inh 1536 – blocks human coagulation factor XIa protease activity; P03951; purified FXIa, Boc-Glu-Ala-Arg-AMC fluorogenic substrate; inhibition, % at 5 µM; 220,000 tested, 0.14% active;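 active means inhibition of at least 40%; inactive means inhibition below 40%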;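 further: fluorescence of freed AMC excited at 355 nm; 0% = enzyme without compound and 100% = no enzyme blank; many of its hits are not listed in these tables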
# Thrombin inh – thrombin (human) inhibition | P00734 | alpha-thrombin, Boc-VPR-AMC fluorogenic substrate cleavage | inhibition, % at 5 µM | 220,000 tested, 0.26% active;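 active means inhibition at or above 40%; inactive means inhibition below 40%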;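 further: 0% = enzyme with no compound and 100% = wells without enzyme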
#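 Test system: human alpha-thrombin; medium: pH 7.5 Tris-saline with Tween 20; times: reaction at room temperature; signal: AMC fluorescence at 355 nm excitation and 460 nm emission; also added: Boc-VPR-AMC substrate, 15 µM final; dosing: one concentration per compound, 5 µM, with 0.2% DMSO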
# Runt-CBFb FRET – blocks binding of human RUNX1 Runt domain to CBFb. Q01196+Q13951. 220,000 tested, 0.46% active. Cerulean-Runt/Venus-CBFb FRET ratio 530/480, 1 h. inhibition, % at 20 µM;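 active means inhibition over about 50% at 20 µM in the single-dose screen, limit read from the data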;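 further: 0% = DMSO wells and 100% = excess unlabeled CBFb competitor control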
#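 System: Cerulean-labeled Runt domain protein | Quantity: 100 nM of each labeled protein | Schedule: 1 h compound exposure, room temperature | Detection: Fluorescence energy transfer, 422 nm excitation, 530/480 nm emission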
# Runt-SMMHC FRET – inhibitors of human RUNX1 Runt domain binding to CBFb-SMMHC; Q01196+Q13951; Cerulean-Runt/Venus-CBFb-SMMHC FRET ratio 530/480, 1 h; inhibition, % at 20 µM; 220,000 tested, 0.74% active; AID 1434;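 active means mean inhibition across duplicate retests at 20 µM reaching about 50%, limit read from the data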;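 further: 0% = DMSO wells and 100% = wells with excess untagged CBFb-SMMHC; inhibitors lower the FRET ratio by blocking Runt binding to CBFb-SMMHC; some results filed as inactive read as strong as hits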
# KLK5 inh – inhibitors of human kallikrein 5 | recombinant hK5, fluorogenic AMC substrate cleavage | AID 873 | inhibition, % at 5 µM | 210,000 tested, 0.59% active;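 active means inhibition of 40% or more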;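 further: 0% = enzyme controls without compound and 100% = no-enzyme blanks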
# Target sequence (Q9Y337 67-293 limits assumed): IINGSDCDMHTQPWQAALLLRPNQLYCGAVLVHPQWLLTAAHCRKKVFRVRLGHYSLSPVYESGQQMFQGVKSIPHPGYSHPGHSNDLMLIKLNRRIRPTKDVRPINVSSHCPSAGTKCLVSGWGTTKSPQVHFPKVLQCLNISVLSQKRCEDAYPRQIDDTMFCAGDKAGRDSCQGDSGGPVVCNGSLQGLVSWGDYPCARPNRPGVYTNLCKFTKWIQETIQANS
# * hit, by the source's call; nt = no result given; [ ] = remark or other dose. Outcome played no part in choosing rows; about 4.2% have a hit in one of these screens.
SMILES,FXIIa inh 1536,Wee1 stabilizer,14-3-3 Bad inh,Hck-Nef inh,FXIa inh 1536,Thrombin inh,Runt-CBFb FRET,Runt-SMMHC FRET,KLK5 inh
CCCCCCCCC(=O)NNC(=O)c1c(O)c2ccccc2n(CC)c1=O,8,1,-28,26,2,-2,1,-5,-8
Cc1sc(NC(=O)CSc2nnc(CCNC(=O)c3cccs3)n2C)nc1-c1ccccc1,27,3,16[fluorescence artefact?],1,21,0,-9,-3,-11
CCOC(=O)C1(CCOC)CCN(Cc2ccccc2-c2ccco2)CC1,4,-1,-5,3,0,-3,-4,0,nt
Cn1c(=O)n(C)c2cc([N+](=O)[O-])c(N3CCN(S(=O)(=O)c4ccc5ccccc5c4)CC3)cc21,5,1,6[fluorescence artefact?],7,2,-7,-4,-2,-10
Cc1ccc2c(c1)C(c1ccccc1)N(C(=O)c1cc3ccccc3oc1=O)CC(=O)N2 (stereo not drawn),10,2,3,-4,3,3,-2,4,-6
c1coc(-c2nnc(-c3ccc4c(c3)OCO4)o2)c1,4,-1,-8,3,1,-1,-2,-3,-15
Cc1cc(C)c(C)c(S(=O)(=O)N2CCN(Cc3nc4ccccc4[nH]3)CC2)c1C,-4,-1,7,0,-3,-4,-4,-6,-9
O=C(CSc1ccc2ccccc2c1)NCc1cccs1,12,-2,3[fluorescence artefact?],4,3,-1,-1,-2,-3
COCC(C)N1CC(O)=C(c2nc(-c3ccc(Cl)cc3)cs2)C1=N (stereo not drawn),4,-1,12,12,-3,-7,-2,3,-3
Cc1cccc(Nc2nc(N)c(C#N)c(CC#N)c2C#N)c1,-3,0,-9[fluorescence artefact?],-1,-7,-4,-2,-2,-9
O=C(NCCO)NC(=S)c1ccccc1,-4,0,-4,1,-10,-4,1,0,2
CN(C)c1ccc(/C=N\S(=O)(=O)c2ccccc2)cc1,15,-3,22[fluorescence artefact?],-5,2,4,0,1,2
COC(=O)CN1C(=S)N(c2ccc(OC)cc2)C(=O)/C1=C/c1ccc(OC)cc1,14,-1,-8,21,4,-5,nt,nt,5
C=CCNC(=O)c1onc(CSc2cccc3ccccc23)c1C(=O)O,2,-2,23,1,-10,-13,1,-5,-15
Cn1c(=O)[nH]c(=O)c2c1nc(CN1CCOCC1)n2CCc1ccccc1,11,3,4,14,1,2,0,2,-14
COC(=O)c1ccccc1NC(=O)C1CCN(S(=O)(=O)c2cc(OC)ccc2OC)CC1,1,1,1,3,-5,-3,-1,0,-3
Cc1ccc(NC(=O)CSc2nnc3ccccn23)cc1S(=O)(=O)N1CCOCC1,5,4,-3,10,-6,-5,2,-1,-1
CC(C)CC(NC(N)=O)C(=O)Nc1ccc(Oc2ccccc2)cc1 (stereo not drawn),-2,0,-10,11,-7,0,0,0,-16
Cc1cc(C2=NNC(=NC3CCCCC3)SC2)c(C)n1-c1c(C)n(C)n(-c2ccccc2)c1=O,-6,1,-7,8,-8,-13,-38,-6,-31
COc1ccc(OCCn2cc(/C=C(\C#N)C(=O)NCc3ccco3)c3ccccc32)cc1,4,3,-2,-13,-3,-2,-21,86*,-6

# Six compounds drawn at random from those above, as already listed:
SMILES,FXIIa inh 1536,Wee1 stabilizer,14-3-3 Bad inh,Hck-Nef inh,FXIa inh 1536,Thrombin inh,Runt-CBFb FRET,Runt-SMMHC FRET,KLK5 inh
CC(C)CC(NC(N)=O)C(=O)Nc1ccc(Oc2ccccc2)cc1 (stereo not drawn),-2,0,-10,11,-7,0,0,0,-16
Cn1c(=O)[nH]c(=O)c2c1nc(CN1CCOCC1)n2CCc1ccccc1,11,3,4,14,1,2,0,2,-14
COC(=O)c1ccccc1NC(=O)C1CCN(S(=O)(=O)c2cc(OC)ccc2OC)CC1,1,1,1,3,-5,-3,-1,0,-3
CN(C)c1ccc(/C=N\S(=O)(=O)c2ccccc2)cc1,15,-3,22[fluorescence artefact?],-5,2,4,0,1,2
C=CCNC(=O)c1onc(CSc2cccc3ccccc23)c1C(=O)O,2,-2,23,1,-10,-13,1,-5,-15
Cc1cc(C2=NNC(=NC3CCCCC3)SC2)c(C)n1-c1c(C)n(C)n(-c2ccccc2)c1=O,-6,1,-7,8,-8,-13,-38,-6,-31

# Other results
SMILES,FXIIa inh 1536,Wee1 stabilizer,14-3-3 Bad inh,Hck-Nef inh,FXIa inh 1536,Thrombin inh,Runt-CBFb FRET,Runt-SMMHC FRET,KLK5 inh
CCN1CCN(S(=O)(=O)c2ccc(Cl)c(C(=O)Nc3nnc(CC(C)C)s3)c2)CC1,7,1,-1[fluorescence artefact?],0,-5,-2,-1,2,-6
Cc1c(C)n2c3c(cccc13)CC2,0,0,-13,-8,-5,0,1,-3,-8
O=C(O)c1cccc(N2C(=O)/C(=C/c3ccc([N+](=O)[O-])cc3)C=C2c2ccccc2)c1,10,0,22,23,5,8,-2,-12,14
CC(NC(=O)C1CCC(CNc2c(N3CCOCC3)c(=O)c2=O)CC1)c1ccccc1 (stereo not drawn),5,-2,4,5,-3,-8,2,0,-35
CCn1cc([N+](=O)[O-])c(C(=O)N2N=C3/C(=C/c4cccs4)CCCC3C2c2cccs2)n1 (stereo not drawn),14,-1,2,2,9,2,2,0,5
CN(C(=O)c1ccccc1Cl)C1CCCCC1,24,-2,7[fluorescence artefact?],1,19,-4,1,-2,-1
Cn1c(NC(=O)c2ccccc2)c(-c2cccs2)c(=O)c2ccccc21,8,3,12,-18,-21,0,1,-1,8
CCC(C)(C)n1nnnc1C(c1ccc(F)cc1)N1CCC(C(N)=O)CC1 (stereo not drawn),3,-5,4,20,-6,-14,1,-2,-5
C/C(=C\C(=O)c1ccc(Br)cc1)NCc1ccccc1,5,0,-17,-1,-19,-5,2,4,-37
C#CC1(NC(=O)N(C)C)CCCCC1,6,0,-9,-1,4,0,-1,-2,nt
Fc1ccccc1N1CCN(C(c2ccccn2)c2nnnn2C2CCCCC2)CC1 (stereo not drawn),21,4,7,2,20,8,-3,0,-11
CC(C)(C)c1ccc(-c2n[nH]c(=S)n2C2CCCC2)cc1,12,2,18,-2,-16,2,8,11,6
COC(=O)C(C)N(C(=O)c1cccc(Cl)c1)c1c(C)cccc1C (stereo not drawn),0,-5,2,-1,-2,-5,-3,-3,0
CC(C)(C)CNc1cc(N2CCOCC2)ccc1[N+](=O)[O-],7,-2,-6,37,1,-8,-9,-3,16
CCOC(=O)CSC1=N/C(=C\c2cc(OC)c(OC)c(OC)c2)C(=O)N1C,8,1,-5,19,4,-5,-44,-26,-4
O=C(Cn1nc(Cc2ccncc2)c2ccccc2c1=O)N1CCN(C(=O)c2ccco2)CC1,8,-3,7[fluorescence artefact?],19,2,2,0,2,4
CCCc1ccc(S(=O)(=O)Nc2ccc(C)c(NS(C)(=O)=O)c2)cc1,5,-2,2,1,1,-5,4,2,3
Cn1cccc1Cc1nnc(SCC(=O)NC2CCCCC2)n1CCc1ccccc1,2,0,3,2,-1,-7,-7,-2,10
CCC(C)(C)n1nnnc1C(c1ccc(C)cc1)N1CCC(C)CC1 (stereo not drawn),11,-1,39[fluorescence artefact?],0,2,-4,nt,-5,0
CC(C)CC(=O)Nc1cc(NC(=O)CC(C)C)cc(C(=O)NC(C)(C)C)c1,14,-2,4,2,4,-1,-2,-3,6
Cc1cc(SC(C)C(=O)Nc2c(C)n(C)n(-c3ccccc3)c2=O)nc2ccccc12 (stereo not drawn),-2,3,-15[fluorescence artefact?],0,-9,-1,-3,1,-6
CN(C)/C=C1/NC(=S)NC1=O,4,-3,-6,21,-3,-10,2,1,-4
N#Cc1c(C(F)(F)F)cc(-c2ccc(F)cc2)nc1SCC(=O)O,15,6,6,11,8,4,-1,0,20
CC(C)(O)C#Cc1ccc(C(=O)N2CCC(C(N)=O)(N3CCCCC3)CC2)cc1,4,3,-3,-3,-5,-6,1,-3,10
CC1CCN(C(=O)c2ccc(-n3cnnn3)cc2)CC1,8,0,14,5,3,-1,-3,1,-9
CC(C)(CO)NS(=O)(=O)c1ccc2c(c1)oc(=O)c1cc(S(=O)(=O)NC(C)(C)CO)ccc12,10,1,9,0,0,-1,3,1,2
Cc1cc(C(=O)COC(=O)CC2Sc3ccccc3NC2=O)c(C)n1-c1ccccc1 (stereo not drawn),12,0,52[fluorescence artefact?],0,8,1,-1,0,-7
COc1ccc(/C=N/NC(=O)c2cc(-c3ccc4c(c3)OCO4)n[nH]2)cc1OC,7,0,4,5,1,-16,-5,-10,-13
CC1(C)Cc2c(c(-c3ccco3)nc3sc4c(NCCO)ncnc4c23)CO1,6,-4,-19,37,-1,4,30,23,2
COc1ccc(C2C(C(C)=O)=C(C)N=c3s/c(=C\c4ccco4)c(=O)n32)c(OC)c1 (stereo not drawn),12,1,8[fluorescence artefact?],0,9,-2,6,-26,-13

# Complete entries, quoted from the list. Values in the order: FXIIa inh 1536	Wee1 stabilizer	14-3-3 Bad inh	Hck-Nef inh	FXIa inh 1536	Thrombin inh	Runt-CBFb FRET	Runt-SMMHC FRET	KLK5 inh
# CN(C)/C=C1/NC(=S)NC1=O is listed with 4	-3	-6	21	-3	-10	2	1	-4
# CC1CCN(C(=O)c2ccc(-n3cnnn3)cc2)CC1 is listed with 8	0	14	5	3	-1	-3	1	-9

# Next results.
SMILES,FXIIa inh 1536,Wee1 stabilizer,14-3-3 Bad inh,Hck-Nef inh,FXIa inh 1536,Thrombin inh,Runt-CBFb FRET,Runt-SMMHC FRET,KLK5 inh
Cc1ccc(C)c(-n2c(CNc3ccc(F)cc3)nnc2SCC(N)=O)c1,-5,0,-4,0,-6,-11,-2,8,-8
O=C(NC(Nc1ccccn1)C(Cl)(Cl)Cl)c1ccccc1 (stereo not drawn),6,2,3,-1,-1,0,1,1,-4
CCOC(=O)Cc1csc(NC(=O)CSc2cc(Cl)ccc2Cl)n1,10,0,-10,4,7,-5,-2,1,-13
O=C(CCNS(=O)(=O)c1cccc2nsnc12)N1CCN(c2ccccn2)CC1,16,-1,3,1,7,2,1,3,1
CC(=O)c1ccc(NC(=O)C(C)N(C)CC(=O)Nc2ccc(N3CCOCC3)cc2)cc1 (stereo not drawn),5,-1,-4,22,-1,-9,0,1,-6
CC(=O)N1CC(c2ccccc2)C(c2ccc(Cl)cc2)=N1 (stereo not drawn),12,-2,7[fluorescence artefact?],1,0,-6,-1,3,23
Cn1c(=O)n(C)c2cc(CN3C(=O)OC(C)(C)C3(C)O)ccc21 (stereo not drawn),6,3,-6,-5,-1,3,0,-4,-6

# Three compounds out of the list above, arranged by the number in Runt-CBFb FRET, lowest first.
SMILES,FXIIa inh 1536,Wee1 stabilizer,14-3-3 Bad inh,Hck-Nef inh,FXIa inh 1536,Thrombin inh,Runt-CBFb FRET,Runt-SMMHC FRET,KLK5 inh
CCOC(=O)Cc1csc(NC(=O)CSc2cc(Cl)ccc2Cl)n1,10,0,-10,4,7,-5,-2,1,-13
CC(=O)N1CC(c2ccccc2)C(c2ccc(Cl)cc2)=N1 (stereo not drawn),12,-2,7[fluorescence artefact?],1,0,-6,-1,3,23
O=C(CCNS(=O)(=O)c1cccc2nsnc12)N1CCN(c2ccccn2)CC1,16,-1,3,1,7,2,1,3,1
